Bioassay records deposited in PubChem BioAssay by National Center for Advancing Translational Sciences (NCATS).
FEN1 inhibitor – human FEN1 inhibition. P39748. Recombinant FEN1 flap cleavage, fluorescence, 15 min. Potency, µM (series often up to 114 µM), for inactives: at the highest dose activity change, negative = inhibition, actives largely listed as inhibitors. 0.35% of 390,000 active. AID 588795; further: nearly all actives have a fitted effect of over 65% in size
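With each library titrated from low to high concentration, compounds met 10 nM FEN1 for 15 min at room temperature before 50 nM substrate was added; readings at 0 and 15 min fed four-parameter Hill curve fits.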
KAT2A inh – GCN5L2 (KAT2A) acetyltransferase inhibition; Q92830; GCN5L2 HAT assay, ThioGlo1 CoA-SH fluorescence; Potency, µM (highest dose often 58.9 µM), for inactives: at the highest dose activity change, negative = inhibition, actives largely listed as inhibitors; 0.21% of 390,000 active; AID 504327
Target sequence (Q92830 whole entry, looked up): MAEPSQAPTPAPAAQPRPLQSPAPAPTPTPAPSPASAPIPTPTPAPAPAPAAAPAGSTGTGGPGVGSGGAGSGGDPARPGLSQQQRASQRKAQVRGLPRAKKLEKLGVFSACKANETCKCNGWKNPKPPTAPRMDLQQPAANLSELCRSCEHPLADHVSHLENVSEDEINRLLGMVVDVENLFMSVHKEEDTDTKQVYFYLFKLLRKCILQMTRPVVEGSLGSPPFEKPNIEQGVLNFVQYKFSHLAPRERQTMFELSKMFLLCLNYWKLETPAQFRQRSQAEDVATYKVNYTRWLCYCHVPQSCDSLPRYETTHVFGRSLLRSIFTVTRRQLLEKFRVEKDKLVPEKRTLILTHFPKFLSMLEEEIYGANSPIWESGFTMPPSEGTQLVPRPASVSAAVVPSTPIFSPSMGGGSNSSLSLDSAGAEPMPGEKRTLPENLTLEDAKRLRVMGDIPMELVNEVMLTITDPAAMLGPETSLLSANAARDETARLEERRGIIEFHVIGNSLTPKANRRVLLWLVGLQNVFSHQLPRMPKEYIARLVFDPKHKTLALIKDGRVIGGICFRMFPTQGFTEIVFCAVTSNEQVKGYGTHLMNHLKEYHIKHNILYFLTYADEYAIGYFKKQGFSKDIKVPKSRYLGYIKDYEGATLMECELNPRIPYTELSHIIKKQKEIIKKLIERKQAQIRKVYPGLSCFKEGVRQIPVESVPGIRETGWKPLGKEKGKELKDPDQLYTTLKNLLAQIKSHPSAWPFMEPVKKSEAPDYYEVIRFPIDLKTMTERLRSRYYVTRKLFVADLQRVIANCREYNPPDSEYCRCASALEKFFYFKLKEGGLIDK
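ThioGlo1-coupled HAT assay: 20nM GCN5L2, 70uM acetyl-CoA, 75uM H3(1-25) peptide, pH 7.5. Fluorescence read at 340/540nm at start and after 20 min at room temperature.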
TDP1 cell CPT – growth inhibition of DT40 Tdp1-/-;hTDP1 cells with camptothecin (screen for TDP1 inhibitors); chicken DT40 Tdp1-/-;hTDP1 cells + 20 nM CPT, ATP luminescence, 48 h; Potency, µM (top dose mostly 46.2 µM), inactives show top-dose activity change, negative = growth inhibition, most hits filed as inhibitors; 12% of 420,000 active; AID 686979; further: nearly all actives have a fitted effect of over 55% in size
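Cell growth measured by CellTiter-Glo luminescence after a minimum 48 h, 37 C compound exposure with 20 nM CPT in Tdp1-knockout DT40 cells stably expressing hTDP1, seeded 400/well; qHTS titration format.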
* hit, by the source's call; u = inconclusive; x = not tested or not shown; & = joins results of further samples. The call rests on the fitted dose curve; in most records, active means well fitted curve in the direction sought with a large enough effect; inconclusive means small, poorly fitted or top-dose-only effect, or another doubt; inactive means no such curve, though single readings can be large; an effect the other way counts as inactive or inconclusive. On the % scale 0 is the no-effect control and ±100 the full control effect; potency means the concentration at half of the fitted maximal effect. This is a subset (hit frequency here may not be typical).

SMILES | FEN1 inhibitor | KAT2A inh | TDP1 cell CPT
Cc1nnc(N2CCCC(C(=O)NCc3ccc(OC(C)C)cc3)C2)c2nn(-c3ccccc3)c(C)c12 (configuration not stated) | -21.7% | -3.6% | u
O=C(Nc1ccc(Cl)cc1C(F)(F)F)c1ccc(Cl)cc1 | 2.9% | 16.4% | 0.1%
O=C(NCC1CCCO1)c1ccccc1NS(=O)(=O)c1ccc(F)cc1 (configuration not stated) | 3.1% | 1.8% | -12.9%
O=C(O)CSc1cccnc1Sc1ccc(Cl)cc1 | -5.3% | x | -0.2%
Cc1nc(NC(=O)CSc2nnc(-c3ccc4c(c3)OCO4)o2)c(Cl)cc1Cl | 9.1% | -2.7% | -15.8%
Cc1cc(C)nc(SCNC(=O)c2ccc(Cl)cc2)n1 | -8.1% | 20.0% | -22.6%
CC(C)NC(=O)NC(=O)COc1c(F)c(F)cc(F)c1F | 0.2% | 0.0% | 12.4%
O=C(O)C1CCC(CN(Cc2cccc(Br)c2)C(=S)Nc2ccccc2F)CC1 (configuration not stated) | -9.1% | -3.9% | -25.0%
COc1cc2c(cc1OC)C1CCN3C(=O)CCC3N1CC2 (configuration not stated) | -0.5% | x | u
FC(F)(F)c1ccc(Oc2ccc3c(C(F)(F)F)cc(C(F)(F)F)nc3n2)cc1 | -9.1% | -5.7% | -6.0%
Cc1ccc(OCC(=O)NC2CCSc3ccccc32)cc1 (configuration not stated) | 1.1% | -4.6% | -13.4%
COc1cccc(CNS(=O)(=O)c2cc(Br)cc3c2N(C(C)=O)C(C)C3)c1 (configuration not stated) | -5.4%&6.0% | 4.4%&-1.5% | -8.4%&-0.9%
COc1ccc(CNC(=O)c2cc3c(=O)n4cccc(C)c4nc3s2)cc1 | 15.9% | -20.7% | 1.3%
Cc1nc(N2CCN(c3ccccc3)CC2)nc2c1C(=O)CC(c1ccccc1)C2 (configuration not stated) | 0.8% | -6.0% | u
CCCCCCOC(=O)C[N+](C)(C)CCOC1CC2CCC1(C)C2(C)C (configuration not stated) | -0.5% | -1.6% | u
Nc1cc(-c2ccc(Cl)cc2)nn1S(=O)(=O)c1cccc2nsnc12 | -20.0% | -2.5% | u
O=C(COc1ccc(Br)cc1)NCc1ccccn1 | 1.1% | -1.4% | -21.7%
C=CCn1c(SCC(=O)Nc2ccccc2F)nc2ccccc2c1=O | -12.0% | -12.5% | -17.1%
O=C(CS(=O)CC(=O)N(c1ccccc1)C(C(=O)NC1CCCC1)c1cccs1)Nc1ccc(F)cc1 (configuration not stated) | 1.8% | 10.0% | 4.2%
CCCc1cc(=O)[nH]c(SCCCCN2C(=O)c3ccccc3C2=O)n1 | -17.7% | -9.4% | 2.4%
O=C(CSc1nnc(-c2ccco2)n1-c1ccccc1)NCCc1ccccc1 | -9.9% | 1.6% | -22.1%
CCOC(=O)C(C)Sc1snnc1C (configuration not stated) | 0.6% | x | -16.6%
Cn1c(O)c(N=NC(=N)N)c2ccccc21 | -14.5% | -3.5% | -0.5%
CN1CCN(CCCCC(=O)c2ccccc2)CC1 | 12.2% | -5.6% | -23.1%
CC(=O)C1=C(C)NC(=O)NC1c1ccc(OC2CCCC2)cc1 (configuration not stated) | -0.5% | u | -4.9%
CN(C(=O)c1cc2c(=O)n3ccccc3nc2n1C)C1CCCCC1 | 8.8% | -23.6% | u
CC(C)CNC(=O)c1ccc(NC(=O)c2ccccc2[N+](=O)[O-])cc1 | 0.7% | 1.3% | 1.5%
CCCc1cc(-c2[nH]ncc2-c2ccc3c(c2)OCCCO3)c(O)cc1O | u | -7.7% | u
O=C(COC(=O)c1ccccc1Cl)Nc1nccs1 | 7.6% | -5.0% | -17.4%
COC(=O)C1CC(O)CN1C(=O)Nc1cccc(C(F)(F)F)c1 (configuration not stated) | 15.6% | 12.1% | 12.0%

Part of the list above, reformatted.
Sequence of screens: FEN1 inhibitor	KAT2A inh	TDP1 cell CPT
- CCOC(=O)C(C)Sc1snnc1C (configuration not stated)
    0.6%	x	-16.6%
- Cn1c(O)c(N=NC(=N)N)c2ccccc21
    -14.5%	-3.5%	-0.5%
- CN1CCN(CCCCC(=O)c2ccccc2)CC1
    12.2%	-5.6%	-23.1%
- CC(=O)C1=C(C)NC(=O)NC1c1ccc(OC2CCCC2)cc1 (configuration not stated)
    -0.5%	u	-4.9%

Going on with the list.
SMILES | FEN1 inhibitor | KAT2A inh | TDP1 cell CPT
COCCCNC(=O)c1ccccc1NS(C)(=O)=O | 4.8% | 1.1% | 6.3%
CC(C)N1C(=O)CCC1C(=O)NCc1ccc(F)cc1Cl (configuration not stated) | -5.4% | -15.1% | -2.8%
CC(=O)Nc1ccc(NC(=O)CSc2nc(N)c(NC(=O)c3ccccc3F)c(=O)[nH]2)cc1 | -1.7% | -12.3% | 6.5%
Cc1cccc2nc(Cn3c(=O)n(CCCC(=O)NCc4ccco4)c(=O)c4ccccc43)cc(=O)n12 | -9.1% | -12.6% | u
CCOCCCNC(=O)c1cc(Sc2cccc(Cl)c2)nc2ccccc12 | 0.9% | -24.3% | u
COc1ccccc1-c1noc(-c2ccc(N3CCN(C)CC3)c([N+](=O)[O-])c2)n1 | 10.4% | -6.7% | u
COc1ccccc1OCCC(=O)OCC(=O)Nc1ncc(Cl)cc1Cl | 3.6% | -7.2% | 0.5%
COc1ccc(C2CC(=O)C(C=NCCCN3CCOCC3)=C(O)C2)cc1 (configuration not stated) | -1.6% | -20.9% | -5.5%
Cc1cccc(NC(=O)c2ccc(S(=O)(=O)N3CCN(C)CC3)cc2)c1C | 1.9% | 3.3% | -2.1%
CCC(C)N1C(=O)S/C(=C/c2ccc(Sc3nc4ccccc4[nH]3)o2)C1=O (configuration not stated) | -14.0% | -4.7% | 14.6µM*
CCOC(=O)c1cnc2ccc(OCC)cc2c1NCCc1ccc(OC)c(OC)c1 | u | 3.2% | 3.26µM*
O=C(Cn1cnc2cc([N+](=O)[O-])ccc2c1=O)NCCc1ccc(Cl)cc1 | 10.8% | 2.1% | -23.0%
CC(C)c1ccc(CNc2ccc3c(c2)ncn3C)cc1 | 11.5% | -0.3% | 23.1µM*
COCC(=O)Nc1cc(C(=O)OC)cc(C(=O)OC)c1 | -1.6% | -3.0% | -30.0%
CCOC1Cc2ccccc2N(C(N)=O)c2ccccc21 (configuration not stated) | -1.1% | 0.0% | 2.2%
CC(=O)Nc1cccc(N2C(=O)CC(N3CCC(C(=O)N4CCCCC4)CC3)C2=O)c1 (configuration not stated) | 0.3% | 0.2% | 8.4%
COc1ccc(-n2c(SCc3ccc([N+](=O)[O-])cc3)nnc2-c2ccccc2)cc1 | -5.8% | -13.6% | u
O=C(Cc1c(F)cccc1Cl)Nc1ccon1 | -13.7% | -5.0% | -6.5%
COc1cccc(NC(=O)[C@@H]2CCC(=O)N2C2OC(=O)c3ccccc32)c1 (some centres not stated) | 1.7% | -4.0% | 10.8%
CC1(C)Cc2c(sc3nc(SCC(=O)O)nc(N)c23)CO1 | 9.6% | 1.8% | 12.9%
N#C/C(=C\c1ccc(OCc2ccc(Cl)cc2Cl)cc1)c1nc2ccccc2[nH]1 | 0.7% | -3.9% | 16.4µM*
CC(C(=O)N1CCCCC1)N(C)CC(=O)Nc1ccc(Cl)cc1 (configuration not stated) | u | -9.9% | u
CCOC(=O)Cn1c(S(=O)(=O)Cc2ccccc2Cl)nc(-c2ccccc2)c1-c1ccccc1 | -17.1% | u | 16.4µM*
Cc1ccc(SCC(=O)OCC(=O)NC(C)c2ccc(F)cc2)cc1 (configuration not stated) | -15.4% | -9.4% | -10.8%
COc1cccc(-c2nc(CSCC(=O)NCC3CCCO3)c(C)o2)c1 (configuration not stated) | 1.3% | -5.7% | -1.7%
CCOc1cc(C(=O)Nc2ccc(F)cc2)cc(Br)c1OC | -23.8% | -6.3% | -21.3%
CCN(CC)S(=O)(=O)c1ccc(C(=O)NCCSc2c[nH]c3ccccc23)cc1 | 8.4% | -10.6% | 20.6µM*
O=c1oc2ccccc2c(=O)c2ccccc12 | 7.1% | x | 1.7%
CCOC(=O)N1CCC(N2CCCC(C(=O)c3ccc4cc(OC)ccc4c3)C2)CC1 (configuration not stated) | -23.4% | -24.6% | 23.1µM*
Cc1cc(-c2ccccc2)nc2cc(C(=O)OC(C)C)nn12 | -1.8% | -19.5% | 6.7%

(continued)
SMILES | FEN1 inhibitor | KAT2A inh | TDP1 cell CPT
Cc1cc(=O)oc2c(C)c(OCC(=O)NCCCN3CCCC3=O)ccc12 | -5.8% | -2.7% | 1.6%
CCOC(=O)c1cc(NC(=O)c2ccc(Cl)cc2)c(=O)n2c1oc1ccccc12 | -15.2% | -1.7% | -2.1%
O=C(NCCc1nc2ccc(Cl)cc2[nH]1)C1CCC(=O)N(Cc2cccc(F)c2)C1 (configuration not stated) | 3.5% | -4.9% | -7.4%
Cc1ccc(C2C3=C(CC(C)(C)CC3=O)Nc3n[nH]c(C)c32)cc1 (configuration not stated) | 1.8% | -4.6% | 1.0%
CCc1nn(C(C)C(=O)NCCc2ccc(OC)c(OC)c2)c(=O)c2cc3occc3n12 (configuration not stated) | 24.3% | -6.1% | u
COc1cccc(NC(=O)CN(C)C(=O)Cc2ccc(Cl)cc2Cl)c1 | -5.5% | -7.7% | -14.2%
CCOc1ccc(C(=O)Nc2nnc(S(=O)(=O)N(CC)c3ccccc3C)s2)cc1 | 0.9% | -2.5% | u
CCN(Cc1ccncc1)Cc1nc(Cc2ccccc2Cl)no1 | -11.4% | -2.5% | u
CC(=O)Oc1cccc(C(=O)Nc2ccccc2C(=O)N2CCCC2)c1 | -2.1% | -2.7% | 10.7%
Cc1ccc(C2C(C#N)=C(N)N(c3cccnc3)C3=C2C(=O)CCC3)c(C)c1 (configuration not stated) | 10.0% | -10.2% | 4.3%
CCS(=O)(=O)c1ccc2c(c1)N(S(=O)(=O)c1ccc(OC)cc1)CC(C(=O)O)O2 (configuration not stated) | 1.3% | 2.6% | -11.3%
C/C(=N\N=C1/SC(CC(=O)O)C(=O)N1c1ccccc1)c1ccc(C)cc1 (configuration not stated) | -4.5% | 3.4% | -14.5%
COc1ccc(OCCSc2ncnc3nc[nH]c23)cc1 | 11.8% | -4.7% | u
O=c1[nH]c(SCc2ccccc2)nc2c1sc1ccccc12 | 2.1% | -1.9% | 5.6%
CCOC(=O)C1=C(COC(=O)CCCOc2ccccc2)NC(=O)NC1C (configuration not stated) | -11.8% | -3.8% | 10.4%
Cc1ccc(S(=O)(=O)N2CCN(C(=O)COC(=O)CNC(=O)c3ccc(Cl)cc3Cl)CC2)cc1 | -2.1% | -9.4% | 10.0%
O=C(CN1CCN(C(c2ccccc2)c2ccccc2)CC1)N1CCN(c2ccccc2)CC1 | 1.0% | 1.9% | u
N/C(=N\OC(=O)C(c1ccccc1)c1ccccc1)c1ccccn1 | -19.3% | -1.8% | -21.1%
Cc1ccc(C)c(NC(=S)NC2CC3CCCC(C2)N3CC(C)C)c1 (configuration not stated) | -6.7% | -3.6% | -3.5%
CCOc1ccccc1-c1nc(-c2ccc(C)nc2OC)no1 | -3.1% | -1.3% | u
COc1ccc(C)cc1NC(=O)COc1cc(=O)n(C)c2ccccc12 | -15.5% | 2.9% | -20.2%
COc1cc2c(cc1OC)C1=NC(=O)CN1C(SCc1ccccc1C)=N2 | -11.7% | 2.4% | 10.3µM*
Cc1cc(F)ccc1NC(=O)Cn1c(C)csc1=O | 12.0% | 3.8% | 12.8%
Cc1ccc(S(=O)(=O)N2CCC(=O)N(CCOC(=O)Nc3ccccc3C)CC2)cc1 | -8.3% | -2.9% | -26.8%
O=S(=O)(c1ccccc1)c1nnn2c1nc(NC1CCCCC1)c1sccc12 | -8.0% | 3.2% | -18.2%
CC1CCN(c2nc(/C=C/c3ccccc3)nc3ccccc23)CC1 | -2.0% | 25.7% | -3.1%
CN(C)S(=O)(=O)c1ccc(Cl)c(C(=O)NNC(=O)Cc2nc3ccccc3n2C)c1 | -12.7% | 1.5% | 1.9%
COc1ccc(C(=O)Nc2ccnn2C2CCN(C(C)CSC)CC2)cc1 (configuration not stated) | 20.8% | -3.3% | 2.7%
CCOc1ccc(Br)cc1S(=O)(=O)NC1CC(C)(C)NC(C)(C)C1 | -1.6% | -7.5% | -17.5%
Cc1ccc(CS/C(Nc2ccccc2C)=C(\C#N)C(=O)NCc2ccco2)c(C)c1 | -22.9% | u | u
